MKP-3 inhibition: inhibition of rat DUSP6 enzyme activity – biochemical, in vitro, primary screen (AID 425); recombinant MKP-3 phosphatase activity, fluorescence; higher % means a stronger effect; inhibition, % at 20 µM; hits with a dose series show IC50 in µM; 0.17% of 110,000 active; in the data active = inhibition above about 50%;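 note: plate controls were vehicle for no effect and reference inhibitor for full effect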
Hsp70 inhibitors: Hsp70 inhibitors, probe displacement, primary screen, biochemical, fluorescence polarization (AID 583). Hsp70 fluorescence polarization probe displacement, mP; higher % means a stronger effect. one-dose displacement, % at 20 µM; IC50 in µM for titrated hits. 0.06% of 140,000 active; in the data active = displacement above about 50%;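 note: plate controls were vehicle for no effect and reference ligand for full effect; a part of the inactive calls stands beside numbers as strong as those of hits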
Active calls of the source: *; nt = no result given; & = joins results of further samples.

The first 2 compounds as a preview:
SMILES	MKP-3 inhibition	Hsp70 inhibitors
COc1ccc2nc(NC(=O)CSc3nc4cccnc4n3C)sc2c1	-10.5%	-1.3%
Cc1ccc(O)c(-c2cc(C(F)(F)C(F)F)[nH]n2)c1	0.1%	-5.2%

Results, from the start:
SMILES	MKP-3 inhibition	Hsp70 inhibitors
COc1ccc2nc(NC(=O)CSc3nc4cccnc4n3C)sc2c1	-10.5%	-1.3%
Cc1ccc(O)c(-c2cc(C(F)(F)C(F)F)[nH]n2)c1	0.1%	-5.2%
COc1ccc(S(=O)(=O)N(C)CC(=O)Nc2ccc3c(c2)OCCO3)cc1OC	-6.1%	-0.8%
COc1ccc(CNC(=O)C(=O)Nc2ccccc2F)cc1	2.3%	-4.9%
COc1ccc(C(=O)Oc2c(CN3CCOCC3)cc(Cl)c3cccnc23)cc1	-14.2%	5.3%
Cc1cccc(NC(=O)C(=O)NCCCn2ccnc2)c1	-2.5%	2.6%
Cc1cc2c(nc3s/c(=C\c4cccc(Cl)c4)c(=O)n32)c(Br)c1C	2.5%	-0.1%
Cc1ccc(/C=N\Nc2cn[nH]c(=O)c2Cl)cc1	nt	1.2%
CCOC(=O)CSc1nnc(CSc2nc3ccccc3s2)n1C	-18.6%	-4.1%
c1ccc(-n2c(Sc3cnccn3)nnc2-c2cccs2)cc1	-7.8%	1.9%
CCOC(=O)c1c(N)n[nH]c1-c1ccc(OC)cc1	-12.3%	-4.4%
COC(=O)C1=CN(C)C=C(C(=O)OC)C1c1ccc(Cl)cc1Cl	-12.5%	4.7%

Pulled one by one from above, two records:
SMILES	MKP-3 inhibition	Hsp70 inhibitors
Cc1cccc(NC(=O)C(=O)NCCCn2ccnc2)c1	-2.5%	2.6%
CCOC(=O)CSc1nnc(CSc2nc3ccccc3s2)n1C	-18.6%	-4.1%

More structures follow.
SMILES	MKP-3 inhibition	Hsp70 inhibitors
COc1cccc(N2C(=O)C3CCCN3C2c2ccc(Cl)cc2)c1 (centres undefined)	-7.8%	-1.0%
COc1cccc(C(=O)Nc2nnc(-c3ccc(F)cc3)o2)c1	-0.2%	nt
O=C(COc1ccc(Cl)cc1)OCC(=O)N1CCCC1	-10.5%	2.7%
C/C(=N\NC(=O)CCC(=O)O)c1c(-c2ccccc2)c2cc(Cl)ccc2[nH]c1=O	1.8%	0.0%
CN(C)S(=O)(=O)c1ccc(C(=O)N(c2ccccn2)c2ccccn2)cc1	nt	11.7%
c1ccc(C2=C(c3ccccc3)N3CCN=C3S2)cc1	6.9%	-2.9%
Cc1c(C)c2ccc(OCC(=O)C(C)(C)C)cc2oc1=O	2.0%	-0.4%
COc1ccc(NC(=O)CSc2nc3c(c(=O)n2-c2ccc(F)cc2)SCC3)cc1	-3.8%	2.7%
O=C(NC1CCCC1)C1CCC(=O)N1CCc1ccccc1 (centres undefined)	nt	2.6%
CCc1nnc(NC(=O)CSc2nnc(Cc3ccccc3)n2-c2ccc(OC)cc2)s1	-7.1%	2.9%
Nc1n[nH]c(N)c1N=Nc1cccc(C(F)(F)F)c1	0.4%	1.1%
CCN(CC)C(=O)C1CCCN(C(=O)Nc2ccc3nsnc3c2)C1 (centres undefined)	1.3%	-1.2%
O=C(CCCn1c(=S)[nH]c2ccccc2c1=O)N1CCOCC1	-11.9%	-1.7%
N#Cc1nc(-c2ccccc2F)oc1N1CCCC1	-1.9%	6.7%
COc1cc(OC)cc(C(=O)N2CCN(Cc3cccc4ccccc34)CC2)c1	2.0%	1.9%
O=C(COc1ccc2c3c(c(=O)oc2c1)CCC3)NC1CCCCC1	2.0%	-3.3%
CCOc1ccc(-c2nn(-c3ccccc3)cc2/C=C2\SC(=S)N(CCOC)C2=O)cc1	2.2%	-7.1%
COc1ccc2[nH]c(C(=O)O)c(CCNC(C)=O)c2c1	-5.3%	2.8%
CCc1ccccc1-n1c(SCC(=O)N2CCCC2)nnc1-c1ccccn1	0.3%	-2.1%
COc1cc2c3c(c1)C1(C(=O)N3C(C)(C)C=C2C)C(C#N)=C(N)Oc2cc(O)ccc21 (centres undefined)	-7.5%	0.0%
O=C(O)c1ccc(Br)c(S(=O)(=O)N2CCCC2)c1	-2.5%	0.7%
COc1cc(CN2CCN(c3cccc(C)c3C)CC2)cc(OC)c1O	-1.0%	0.5%
CC1(C)Cc2ccccc2C(N)=C1C#N	-14.2%	-3.1%
CN(C)CCN1C(=O)C(=O)/C(=C(/O)c2ccccc2)C1c1cccc(F)c1 (centres undefined)	0.9%	-2.5%
O=S(=O)(NC1C2CC3CC(C2)CC1C3)c1ccc(Cl)cc1 (centres undefined)	1.0%	2.4%
COc1ccc2nc3oc(C(=O)NC4CCN(Cc5ccccc5)CC4)cc3cc2c1	-9.7%	-2.5%
O=C(NC(Cc1ccccc1)c1nc2ccccc2[nH]1)C1CC(=O)N(c2ccc3c(c2)OCCO3)C1 (centres undefined)	-6.5%	-4.0%
CCC(=O)Oc1cc(OC(=O)CC)c2c(C)cc(=O)oc2c1	2.5%	-3.2%
CS(=O)(=O)Nc1ccc(S(=O)(=O)Nc2nccs2)cc1	-0.7%	1.9%
Cc1ccc2c(c1)C(C)(C)[C@]1(C)NC(=O)CCN21	-1.0%	2.3%
O=C1c2cccnc2C(O)N1C1CCCCC1 (centres undefined)	-0.5%	-1.8%
O=C(c1ccccc1)c1ccc2nc[nH]c2c1	-8.0%	0.9%
COc1ccc(OC)c(N(CC(=O)Nc2ccc3c(c2)OCCO3)S(C)(=O)=O)c1	-5.3%	-7.4%
COc1ccc(Cl)c(NCCC(=O)O)c1	-1.0%	3.7%
COc1ccc(CCN=C(C)C2=C(O)COC2=O)cc1OC	-1.2%	-2.1%
O=C(O)CSc1nnc(Cn2nnc3ccccc32)n1CCc1ccccc1	-6.0%	1.9%
CCCCOC(=O)c1c(NC(=O)C2C3CCC(C3)C2C(=O)O)sc2c1CCCC2 (centres undefined)	0.0%	1.2%
CC(C)OC(=O)c1ccc(NC(=O)Cn2c(-c3nonc3N)nc3ccccc32)cc1	nt	-1.6%
COc1cc(S(=O)(=O)N2CCCCC2)ccc1NC(C)=O	nt	0.6%
O=C(Cc1ccccc1)NNC(=O)c1cccs1	-2.6%	3.9%
O=c1[nH]c2ccccc2c(=O)n1Cc1ccco1	-1.7%	4.1%
COc1ccc(Cn2c(CCC(=O)N3CCN(c4ccccn4)CC3)nc3ncccc3c2=O)cc1	0.3%	-0.4%
COc1cc(C(=O)Nc2cccc(-c3nc4ccccc4o3)c2C)cc(OC)c1OC	-6.0%	7.3%
CC(C)CNc1cc(=O)n(C)c(=O)n1C	-6.7%	1.6%
Cc1cc(C)n(-c2nc(NCC3CCCO3)c3c4c(sc3n2)COC(C)(C)C4)n1 (centres undefined)	0.5%	nt
CC(=O)Nc1cc(-c2ccc(Cl)cc2)nn1Cc1ccc(Cl)cc1	2.0%	-0.4%
CC(NS(=O)(=O)c1ccc(OCC(=O)N2CCOCC2)c(Cl)c1)c1ccccc1 (centres undefined)	3.1%	0.7%
CC(=O)OC[C@H]1O[C@@H](n2ncc(=O)[nH]c2=O)[C@H](OC(C)=O)[C@@H]1OC(C)=O	-4.6%	11.2%

Single records (already shown).
O=C(Cc1ccccc1)NNC(=O)c1cccs1 is entered as MKP-3 inhibition: -2.6%; Hsp70 inhibitors: 3.9%
O=c1[nH]c2ccccc2c(=O)n1Cc1ccco1 is entered as MKP-3 inhibition: -1.7%; Hsp70 inhibitors: 4.1%
COc1ccc(Cn2c(CCC(=O)N3CCN(c4ccccn4)CC3)nc3ncccc3c2=O)cc1 is entered as MKP-3 inhibition: 0.3%; Hsp70 inhibitors: -0.4%

Later entries.
SMILES	MKP-3 inhibition	Hsp70 inhibitors
O=C(NC1CCCCC1)C1CCCN1C(=O)NCc1ccccc1 (centres undefined)	-7.3%	6.4%
CCn1nnnc1-c1ccc(OC)c(S(=O)(=O)Nc2ccc(Cl)cc2)c1	2.3%	-0.4%
O=C(NCCCO)C12CC3CC(CC(C3)C1)C2	nt	-0.2%
COc1ccc(OC)c(NC(=O)/C=C/c2ccc(OC)c(OC)c2)c1	0.0%	-3.9%
CCN(CC(=O)Nc1ccccc1OC)C(=O)Cn1cnc2ccccc2c1=O	nt	4.5%
NC(=O)C1(N2CCCCC2)CCN(c2nc(-c3ccc(Br)cc3)cs2)CC1	nt	0.3%
Cc1ccc(C(=O)N/N=C\c2cc(Cc3ccccc3Cl)ccc2O)cn1	6.1%	-5.0%
OC(COc1ccc(Br)cc1)Cn1cnc2ccccc21 (centres undefined)	1.1%	-2.2%
Cc1ccc(C(=O)N/C(=C\c2ccc(Cl)cc2)C(=O)NCC(C)C)cc1	-0.6%	1.2%
N#Cc1cc2c(nc1SCC(=O)Nc1nccs1)CCCCC2	2.9%	-1.7%&-2.1%
CS(=O)(=O)N1CCC(C(=O)Nc2ccccc2Sc2ccccc2)CC1	-4.0%	2.1%
O=C(Cn1c(=O)n(CCC(=O)N2CCc3ccccc3C2)c(=O)c2ccccc21)NCC1CCCO1 (centres undefined)	10.1%	1.6%
O=C(Nc1ccccc1Cl)c1ccccc1Br	1.5%	2.8%
CCOC(=O)C1C(=O)C=C(/C=C/c2cccs2)CC1c1ccccc1 (centres undefined)	1.3%	0.0%
COc1ccc(-c2ccc(-c3noc(-c4ccccc4)n3)c(OC)n2)cc1	6.3%	-28.9%
COc1ccc(OC)c(-n2cnc(-c3ccc([N+](=O)[O-])cc3)c2)c1NCc1ccccc1	6.1%	-3.2%
O=C1C=C(C(c2ccccc2)c2ccccc2)C(=O)c2ccccc21	6.7%	0.6%
COc1ccc(OCc2nnc3n2N=C(c2ccc(Br)cc2)CS3)cc1	-7.7%	2.2%
COCC(=O)N(Cc1ccco1)c1nnc(C2CCOC2)s1 (centres undefined)	-4.7%	-6.1%
COc1cc(-c2nnc(COC(=O)CSc3cc(C)c4ccccc4n3)o2)cc(OC)c1OC	-3.8%	-4.3%
COc1ccccc1OCc1nnc(SCC(=O)N2CCCCC2)n1-c1ccccc1	-4.5%	5.9%
Cc1c(C(=O)Nc2ccccc2C(N)=O)cccc1[N+](=O)[O-]	2.1%	3.5%
O=C(CCn1c(=S)[nH]c2ccccc2c1=O)NCC1CCCO1 (centres undefined)	-0.9%	-3.6%
Cc1c(N=Cc2sc3ccccc3c2O)c(=O)n(-c2ccccc2)n1C	0.3%	-8.0%
CC1(C)Cc2ccccc2C(=C(C#N)C#N)N1	-2.5%	0.5%
Fc1ccc(OCCn2ccnc2)cc1	0.4%	3.0%
CCCn1nc(NS(=O)(=O)c2ccccc2)c2cc3ccccc3nc21	0.8%	-3.0%
COCCn1c(-c2ccco2)nc2nc3ccccc3nc21	2.2%	6.4%
O=C(CN1C(=O)COc2ccccc21)N1CCc2ccccc21	-6.3%	1.4%
COC(=O)c1ccccc1NC(=O)CSc1nnc(-c2ccncc2)o1	-10.0%	-0.3%
Cc1ccc(C(=O)NCc2ccccn2)c(Cl)c1	nt	-2.1%
O=C(NCc1ccc2c(c1)OCO2)c1ccc(C2SCC(=O)N2Cc2ccco2)cc1 (centres undefined)	0.1%	-2.8%
COc1ccc(CCNCc2csc3nc4ccccc4n23)cc1OC	-3.5%	4.6%
CC1=CC(C)(C)N2C(=O)C3(C(C#N)=C(N)Oc4cc(C)oc(=O)c43)c3cc(C)cc1c32 (centres undefined)	nt	3.0%
CN(C)c1cccc(C(=O)Nc2ccc(Br)cc2F)c1	3.3%	-7.1%
COc1ccc(N2CCN(C(=O)c3cc(F)c(F)cc3Cl)CC2)c([N+](=O)[O-])c1	3.2%	8.8%
COC1=CC(CC(=O)c2ccc(OC)c(OC)c2)C(C(=O)c2ccccc2Cl)C=C1OC (centres undefined)	1.5%	6.9%
C=CCOc1ccc2c(C(F)(F)F)cc(=O)oc2c1	1.1%	-2.2%
CCCCOc1ccc(-c2ncc(C(=O)O)c(C)n2)cc1	-0.3%	0.1%
NC(=O)c1cccc2c1-c1ccccc1/C2=N\O	-3.5%	4.7%
CC(C)(C)NC(=O)Cn1c(=O)oc2ccc(Cl)cc21	-0.1%	-2.4%
CC(/C=N/NC(=O)c1cccnc1)c1ccccc1 (centres undefined)	0.7%	1.7%
CCN1CCN(c2ccc(-n3c(C)nc4c(cnn4-c4ccccc4Cl)c3=O)cc2)CC1	2.2%	0.1%
c1ccc(OCCn2c(-c3ccco3)nc3ccccc32)cc1	1.1%	-4.6%
CCOc1ccc(N2C(=O)c3ccccc3C2=O)cc1	nt	2.7%
COc1ccccc1NC(=O)CCN1CCN(Cc2ccccc2)CC1	nt	-2.6%
Cc1ccccc1NC(=O)c1ccccc1NC(=O)C(O)(c1ccccc1)c1ccccc1	3.7%	-2.3%
COc1ccc(C(=O)N2CCN(c3ccccc3)CC2)c(OC)c1	0.4%	1.3%
CCOC(=O)c1c(NC(=O)COc2ccc(Cl)cc2)sc2c1CCN(C(=O)OCC)C2	4.5%	2.7%
CCN(CC)c1ccc(NC(=O)S(=O)(=O)c2ccccc2)cc1	3.2%	-2.2%
N#Cc1nc(-c2cccc3ccccc23)oc1N1CCCCC1	-13.9%	0.9%
N#Cc1ccsc1NC(=O)c1ccccn1	-5.2%	-2.6%
Cc1ccc(NC(=O)CSc2nnc(Cn3c(=O)sc4ccccc43)n2C)cc1Cl	-1.1%	2.2%
COc1ccc2c(c1)C(C)=CC(C)(C)N2C(=O)CSc1nnc(-c2ccc(C)cc2)o1	-3.2%	-4.9%
N#Cc1ccc(CSc2nnc(-c3cccnc3)n2-c2ccccc2)cc1	-8.6%	0.6%
COc1ccc(NC(=O)c2c(NC(=O)c3ccco3)sc(-c3ccccc3)c2C)cc1	5.5%	-4.7%
CN(C)CCCNC(=O)c1c(Cl)cccc1Cl	1.0%	2.6%
O=C1OC(Nc2nccs2)c2ccccc21 (centres undefined)	-11.5%	-2.0%

Screening data: PubChem BioAssay, Sanford-Burnham Center for Chemical Genomics

Some of the compounds tested (hit frequency here may not be typical).
